Bioassay records from PubChem BioAssay.
CXXC DNA block: qHTS Fluorescence Polarization Assay for Inhibitors of MLL CXXC domain - DNA interaction; Histone-lysine N-methyltransferase 2A (Homo sapiens), Q03164; MLL-CXXC / FITC-HOXA9 DNA fluorescence polarization; Potency, µM (top dose mostly 115 µM), for the others: top-dose activity change, negative = inhibition, actives largely listed as inhibitors; hit rate 0.037% among 290,000; AID 2662, 2010; active means well fitted inhibition curve with a large enough effect in the polarisation, with a control signal flat, not every such curve was filed as active; inconclusive means small, poorly fitted or top-dose-only effect, or effect the other way, or a change in a side signal; inactive means no such curve, though single readings can be large or run the other way; the % refers to the polarisation; further: potency means the concentration at half of the fitted maximal effect
Target sequence (Q03164 whole entry, looked up, the tested form may be a part): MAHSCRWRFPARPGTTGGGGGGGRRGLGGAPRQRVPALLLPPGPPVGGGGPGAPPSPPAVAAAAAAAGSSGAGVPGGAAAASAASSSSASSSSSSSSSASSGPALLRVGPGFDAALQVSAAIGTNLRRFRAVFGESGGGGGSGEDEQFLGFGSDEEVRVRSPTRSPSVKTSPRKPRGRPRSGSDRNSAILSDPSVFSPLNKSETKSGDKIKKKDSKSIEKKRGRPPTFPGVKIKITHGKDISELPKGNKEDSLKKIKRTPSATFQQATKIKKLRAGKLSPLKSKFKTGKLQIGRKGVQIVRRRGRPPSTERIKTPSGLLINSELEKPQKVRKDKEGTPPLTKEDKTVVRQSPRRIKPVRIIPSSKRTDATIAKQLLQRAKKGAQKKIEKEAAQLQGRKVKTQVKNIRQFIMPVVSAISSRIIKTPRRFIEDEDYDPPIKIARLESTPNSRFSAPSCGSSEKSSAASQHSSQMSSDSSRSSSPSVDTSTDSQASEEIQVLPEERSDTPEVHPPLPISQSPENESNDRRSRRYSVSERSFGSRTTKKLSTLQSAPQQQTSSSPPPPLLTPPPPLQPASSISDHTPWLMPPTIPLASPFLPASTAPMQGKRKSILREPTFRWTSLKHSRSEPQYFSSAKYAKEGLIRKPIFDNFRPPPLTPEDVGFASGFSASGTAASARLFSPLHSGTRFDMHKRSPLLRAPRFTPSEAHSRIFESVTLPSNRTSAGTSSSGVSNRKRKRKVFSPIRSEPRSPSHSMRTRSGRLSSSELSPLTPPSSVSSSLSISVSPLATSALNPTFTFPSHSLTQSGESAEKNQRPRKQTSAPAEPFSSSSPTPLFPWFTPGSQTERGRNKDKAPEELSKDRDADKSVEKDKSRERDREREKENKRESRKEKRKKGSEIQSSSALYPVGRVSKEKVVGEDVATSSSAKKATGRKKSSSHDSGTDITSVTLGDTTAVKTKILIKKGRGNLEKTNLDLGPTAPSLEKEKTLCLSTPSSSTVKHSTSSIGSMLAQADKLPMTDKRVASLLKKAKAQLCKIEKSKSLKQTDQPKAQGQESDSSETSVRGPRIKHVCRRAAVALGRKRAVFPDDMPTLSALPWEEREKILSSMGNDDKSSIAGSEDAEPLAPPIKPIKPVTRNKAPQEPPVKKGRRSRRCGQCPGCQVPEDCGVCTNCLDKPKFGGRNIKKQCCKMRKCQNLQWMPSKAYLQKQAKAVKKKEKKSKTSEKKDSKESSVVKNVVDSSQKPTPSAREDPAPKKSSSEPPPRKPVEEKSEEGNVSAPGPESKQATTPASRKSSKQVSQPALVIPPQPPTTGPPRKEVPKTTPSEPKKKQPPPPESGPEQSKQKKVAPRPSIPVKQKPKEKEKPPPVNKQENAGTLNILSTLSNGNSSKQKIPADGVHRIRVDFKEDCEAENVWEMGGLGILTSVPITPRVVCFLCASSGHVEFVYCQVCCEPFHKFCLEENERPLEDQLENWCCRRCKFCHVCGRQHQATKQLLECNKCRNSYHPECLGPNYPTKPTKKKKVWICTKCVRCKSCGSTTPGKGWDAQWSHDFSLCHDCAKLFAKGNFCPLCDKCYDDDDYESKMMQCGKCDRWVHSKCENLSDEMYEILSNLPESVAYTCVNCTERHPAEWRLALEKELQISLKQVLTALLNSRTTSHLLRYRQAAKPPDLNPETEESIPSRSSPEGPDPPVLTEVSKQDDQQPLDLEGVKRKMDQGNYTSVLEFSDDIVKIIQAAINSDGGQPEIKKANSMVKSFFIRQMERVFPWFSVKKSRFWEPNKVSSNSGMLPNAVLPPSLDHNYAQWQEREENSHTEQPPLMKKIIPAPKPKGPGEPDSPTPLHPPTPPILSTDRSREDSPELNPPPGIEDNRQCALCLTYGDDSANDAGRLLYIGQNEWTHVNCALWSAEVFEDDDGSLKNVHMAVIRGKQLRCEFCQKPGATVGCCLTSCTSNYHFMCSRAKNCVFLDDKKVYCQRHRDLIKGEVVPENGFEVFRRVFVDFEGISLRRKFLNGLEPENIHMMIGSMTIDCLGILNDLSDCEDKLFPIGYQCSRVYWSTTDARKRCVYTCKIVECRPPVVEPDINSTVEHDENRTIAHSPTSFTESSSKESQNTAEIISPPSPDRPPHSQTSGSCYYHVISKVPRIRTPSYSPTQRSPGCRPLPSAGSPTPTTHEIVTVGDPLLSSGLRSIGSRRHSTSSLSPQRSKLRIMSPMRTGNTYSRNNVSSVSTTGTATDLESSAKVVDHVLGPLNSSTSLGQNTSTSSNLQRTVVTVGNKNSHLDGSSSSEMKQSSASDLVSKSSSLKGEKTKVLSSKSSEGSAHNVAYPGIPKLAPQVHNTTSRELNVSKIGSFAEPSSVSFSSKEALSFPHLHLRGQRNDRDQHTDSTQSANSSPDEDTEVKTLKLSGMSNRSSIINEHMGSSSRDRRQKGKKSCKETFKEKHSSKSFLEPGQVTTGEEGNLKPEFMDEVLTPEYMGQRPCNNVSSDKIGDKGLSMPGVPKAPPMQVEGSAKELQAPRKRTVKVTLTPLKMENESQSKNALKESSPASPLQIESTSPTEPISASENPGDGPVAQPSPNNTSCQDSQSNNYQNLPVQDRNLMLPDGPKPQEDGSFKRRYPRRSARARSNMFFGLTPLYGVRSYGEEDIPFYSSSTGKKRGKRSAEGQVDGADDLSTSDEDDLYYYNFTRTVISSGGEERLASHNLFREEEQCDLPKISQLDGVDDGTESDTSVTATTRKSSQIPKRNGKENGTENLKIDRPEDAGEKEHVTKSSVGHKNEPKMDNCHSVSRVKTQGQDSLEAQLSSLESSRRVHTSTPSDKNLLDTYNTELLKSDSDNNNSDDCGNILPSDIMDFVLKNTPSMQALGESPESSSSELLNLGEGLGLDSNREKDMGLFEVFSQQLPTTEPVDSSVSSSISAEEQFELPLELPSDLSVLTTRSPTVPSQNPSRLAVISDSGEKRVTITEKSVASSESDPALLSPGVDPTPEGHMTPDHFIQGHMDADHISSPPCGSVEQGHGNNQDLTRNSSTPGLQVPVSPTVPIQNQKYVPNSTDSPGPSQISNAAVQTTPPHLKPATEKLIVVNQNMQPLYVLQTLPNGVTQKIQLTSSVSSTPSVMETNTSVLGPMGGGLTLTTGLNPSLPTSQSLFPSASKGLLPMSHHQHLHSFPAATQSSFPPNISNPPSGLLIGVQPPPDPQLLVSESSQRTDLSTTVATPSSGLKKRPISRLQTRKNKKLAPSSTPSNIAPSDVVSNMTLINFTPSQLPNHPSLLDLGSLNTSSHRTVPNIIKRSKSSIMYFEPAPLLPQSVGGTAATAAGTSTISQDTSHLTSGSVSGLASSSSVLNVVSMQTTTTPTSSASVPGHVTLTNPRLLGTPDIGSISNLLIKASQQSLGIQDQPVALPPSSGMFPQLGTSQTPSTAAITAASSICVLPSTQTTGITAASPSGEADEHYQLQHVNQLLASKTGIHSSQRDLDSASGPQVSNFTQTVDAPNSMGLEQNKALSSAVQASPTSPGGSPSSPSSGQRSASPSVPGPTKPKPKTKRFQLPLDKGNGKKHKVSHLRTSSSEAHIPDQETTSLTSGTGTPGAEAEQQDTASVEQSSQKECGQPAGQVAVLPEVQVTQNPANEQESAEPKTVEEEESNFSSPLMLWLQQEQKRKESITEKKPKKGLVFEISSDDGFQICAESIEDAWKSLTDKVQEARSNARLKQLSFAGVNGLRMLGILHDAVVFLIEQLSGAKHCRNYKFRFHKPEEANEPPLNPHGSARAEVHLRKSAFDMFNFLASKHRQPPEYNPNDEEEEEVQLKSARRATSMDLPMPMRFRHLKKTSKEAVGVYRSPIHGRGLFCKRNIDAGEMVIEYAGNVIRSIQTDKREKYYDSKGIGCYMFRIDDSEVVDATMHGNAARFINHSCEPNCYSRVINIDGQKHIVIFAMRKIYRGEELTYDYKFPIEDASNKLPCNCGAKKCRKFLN
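Steps: dispense CXXC domain solution (7 uM) → pin compounds or unlabeled HOX-A9 DNA control → 5 min ambient → add FLSN-HOX-A9 solution (50 nM) → spin → 30 min ambient → fluorescence polarization. Tris pH 7.5/NaCl/DTT/BSA buffer.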
a7 integrin act: qHTS for Activators of Integrin-Mediated Alleviation for Muscular Dystrophy. hit rate 0.064% among 350,000. AID 624291, 2012. Potency, µM (highest dose often 38.3 µM), without a hit: at the top dose activation, actives largely listed as activators. alpha7betagal myoblasts, beta-gal FDG fluorescence, 48 h;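 further: potency means the concentration at half of the fitted maximal effect; 100% = response of the positive control SU9516; nearly all actives have a fitted effect of over 60% in size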
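Alpha7betagal+/- myoblasts (passage 13) were plated 16-24 hr, then exposed to compounds (1:260 dilution of DMSO stock) for 48 hours at 37C. After MPER lysis, β-galactosidase reporter activity was read as FDG fluorescence (ex 480/em 540) after 30 minutes.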
ELG1 DNA repair: qHTS screen for small molecules that inhibit ELG1-dependent DNA repair in human embryonic kidney (HEK293T) cells expressing luciferase-tagged ELG1; Potency, µM (top dose mostly 46.1 µM), inactives show top-dose activity change, negative = inhibition, actives largely listed as inhibitors; HEK293T ELG1-luciferase reporter, luminescence, 16 h; DNA damage induced by 5-fluorouridine; hit rate 2.3% among 330,000; further: potency means the concentration at half of the fitted maximal effect; on the % scale 0 is the no-effect control and ±100 the full control effect; nearly all actives have a fitted effect of over 55% in size
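Quantitative HTS, concentration-response format. 2,000 cells/well co-treated with 5-fluorouridine and compound, 16 hr in 5% CO2 at 37 °C; ONE-Glo luminescence read after 30 min.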
BRCA1 expr up: qHTS Assay to Identify Small Molecule Activators of BRCA1 Expression | MCF7-BRCA1-FFLuc reporter, luminescence, 48 h; response scale: scaled: vehicle 0%, 10 µM genistein 100% | Potency, µM (top dose mostly 46.1 µM), without a hit: at the highest dose activation, most hits filed as activators | hit rate 1.1% among 380,000; further: potency means the concentration at half of the fitted maximal effect; nearly all actives have a fitted effect of over 80% in size; some results filed as inactive show a strong effect at the top dose
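Cells: MCF7-BRCA1-FFLuc, 2000/well. Exposure: 48 h, 37 °C, 5% CO2. Read: luminescence, 15 min post-substrate. Controls: genistein 10 microM (maximal activation), DMSO (neutral).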
AT treatment: qHTS Assay for Identifying a Potential Treatment of Ataxia-Telangiectasia; hit rate 0.19% among 320,000; […] A-T fibroblasts, KAP-1 phosphorylation AlphaLISA; neocarzinostatin DNA damage 30 min before lysis; Potency, µM (series often up to 57.5 µM), for the others: top-dose activation, actives largely listed as activators; AID 485349, 2010; further: potency means the concentration at half of the fitted maximal effect; % of control where 0% means no effect; nearly all actives have a fitted effect of over 45% in size
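ATM-like activity read as KAP-1 phosphorylation via AlphaLISA donor/acceptor antibody pairs after lysis and 6 hr at 25C. Cells were ATM-null patient fibroblasts ([…], hTERT), dosed 60 min, then exposed to the DSB inducer NCS for 30 min.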
TSG101-PTAP inh: qHTS Assay for Iinhibitors of HIV-1 Budding by Blocking the Interaction of PTAP/TSG101 | AID 493005, 2010 | Potency, µM (top dose mostly 115 µM), inactives show at the highest dose activity change, negative = inhibition, usual class: inhibitors | 340,000 tested, under 10 active | Fluorescence polarization, FITC-PTAP peptide / Tsg101 binding | Tumor susceptibility gene 101 protein (Homo sapiens), Q99816; active means well fitted inhibition curve with a large enough effect in the main read-out, with a control signal flat, not every such curve was filed as active; inconclusive means small, poorly fitted or top-dose-only effect, or effect the other way, or a change in a side signal; inactive means no such curve, though single readings can be large or run the other way; further: potency means the concentration at half of the fitted maximal effect; % of control where 0% means no effect
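Compounds were pin-transferred onto Tsg101 binding domain (10 uM final) in HEPES pH 7.5 buffer, then FITC-PTAP peptide was added at 50 nM final. After 20 min at RT, polarization reported peptide displacement across a qHTS concentration series.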
B2AR arrestin: qHTS assay of beta-arrestin-biased ligands of beta2-adrenergic receptor | Beta-2 adrenergic receptor (Homo sapiens), P07550 | beta-arrestin recruitment to beta2AR, cell-based reporter | Potency, µM (doses to about 46.1 µM), inactives show at the top dose activation, most hits filed as activators | hit rate 0.02% among 330,000;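 further: potency means the concentration at half of the fitted maximal effect; 0% = DMSO controls and full agonism = EC100 isoproterenol or metaproterenol; nearly all actives have a fitted effect of over 65% in size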
TCR act: Activators of T cell receptors: qHTS campaign; primary human leukocytes, anti-CD3, IL-2 HTRF, 48 h; Potency, µM (titrated, usually from 9.22 µM), for inactives: top-dose activation of IL-2 secretion, hits mostly activators; 330,000 tested, under 10 active; further: % of control where 0% means no effect
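Using a-CD3 beads without co-stimulation, primary human leukocytes were exposed to compounds for 48 hr. An HTRF IL-2 kit measured the cytokine, with europium-to-d2 energy transfer producing emission at 665nm upon 320nm excitation.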
p53 reactivation: qHTS assay for re-activators of p53 using a Luc reporter | hit rate 0.063% among 320,000 | H1299 p53-A138V BP100-luciferase reporter, luminescence, 24 h | Potency, µM (series often up to 92.2 µM), inactives show top-dose activity change, positive = activation, hits mostly activators | AID 504706, 2011; further: potency means the concentration at half of the fitted maximal effect; % of control where 0% means no effect; nearly all actives have a fitted effect of over 45% in size
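H1299 (p53-null), stable ts p53-A138V + BP100-Luc; 1000 cells/well, Opti-MEM/10% FBS; cpd 4 pt, 1:5; 24 h, 37 deg C, 5% CO2; detection reagent 10 min RT; luminescence.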
TRPV1 ag: HTS Assay for Compounds that Act as Agonists of the Vanilloid Receptor 1 | TRPV1-expressing cells, Fluo-8 calcium influx, agonist mode | activation, % at 8.33 µM | hit rate 0.19% among 320,000; in the data active means activation above about 80%; inconclusive means between about 30% and that limit; further: 0% is about no effect
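Fluo-8 calcium influx in TRPV1-expressing cells, kinetic read (ex 480/em 520 nm). Compound added and read 3 min for agonist activity, followed by capsaicin at EC20 final and 2 min further read for enhancement.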
Active calls of the source: *; u = inconclusive; x = no result given; [ ] = remark or other dose. Unless noted, the call rests on the fitted dose curve; in most records, active means well fitted curve in the direction sought with a large enough effect; inconclusive means small, poorly fitted or top-dose-only effect, or another doubt; inactive means no such curve, though single readings can be large; an effect the other way counts as inactive or inconclusive.

SMILES	CXXC DNA block	a7 integrin act	ELG1 DNA repair	BRCA1 expr up	AT treatment	TSG101-PTAP inh	B2AR arrestin	TCR act	p53 reactivation	TRPV1 ag
COCCCNC(=O)CCn1c(=O)c2ccccc2n(CC(=O)Nc2cc(Cl)ccc2C)c1=O	16%	12%	0%	-20%	10%	1%	-0.2%	3%	0%	1
COc1ccc2nc(-c3ccccc3)cc(C(=O)OCC(=O)NC3CC3)c2c1	x	16%	2%	-39%	2%	-4%	-0.7%	5%	-1%	3
COc1cc(C2Nc3cccc4cccc(c34)N2)cc(OC)c1OC(C)=O	-2%	-24%	-4%	-35%	2%	-4%	-0.4%	1%	-16%	0
O=C(Cc1cccs1)N/N=C/c1ccc(OCc2ccccc2)cc1	7%	-6%	-2%	65%	4%	1%	-1.0%	1%[46.1 µM]	25%	1
COc1ccccc1NC(=O)C1=C(C)NC(=O)NC1c1ccco1 (stereo not given)	-3%	-26%	3%	1%	-4%	-2%	-1.2%	-32%	-6%	5
COC(=O)c1ccc(OC(=O)C2CC(=O)N(c3cccc(C)c3)C2)cc1 (stereo not given)	-7%	-3%	-3%	-9%	13%	-11%	-0.8%	3%	-8%	x
Cc1ccc(C#CC[N+](C)(C)CC#Cc2ccccc2)cc1	-3%	-48%[inhibitor]	u	-34%	1%	-9%	-0.5%	-8%	9%	3
Cc1ccnc(NC(=O)C2CCCN(S(=O)(=O)c3cnc[nH]3)C2)c1 (stereo not given)	8%	-11%	-4%	-3%	-6%	1%	-0.2%	-7%[46.1 µM]	7%	0
ClCc1ncc(-c2ccc(Cl)cc2)o1	12%	0%	4%	32%	-15%	-4%	0.1%	10%	-2%	8
CS(=O)(=O)N1CCn2c1nc1ccccc12	0%	15%	12%	-10%	-3%[11.5 µM]	-3%	-0.5%	-10%	5%	-4

Some of the entries above in a different format.
| molecule | CXXC DNA block | a7 integrin act | ELG1 DNA repair | BRCA1 expr up | AT treatment | TSG101-PTAP inh | B2AR arrestin | TCR act | p53 reactivation | TRPV1 ag |
| --- | --- | --- | --- | --- | --- | --- | --- | --- | --- | --- |
| COc1cc(C2Nc3cccc4cccc(c34)N2)cc(OC)c1OC(C)=O | -2% | -24% | -4% | -35% | 2% | -4% | -0.4% | 1% | -16% | 0 |
| Cc1ccc(C#CC[N+](C)(C)CC#Cc2ccccc2)cc1 | -3% | -48%[inhibitor] | u | -34% | 1% | -9% | -0.5% | -8% | 9% | 3 |

Going on with the list:
SMILES	CXXC DNA block	a7 integrin act	ELG1 DNA repair	BRCA1 expr up	AT treatment	TSG101-PTAP inh	B2AR arrestin	TCR act	p53 reactivation	TRPV1 ag
Cc1ccc(S(=O)(=O)CCc2nc3ccccc3s2)cc1C	2%	6%	0%	-22%	4%	-5%	0.3%	1%	6%	19
CN(C)c1ccc(NC(=O)CSc2nc3ccccc3c(=O)n2CC2CCCO2)cc1 (stereo not given)	1%	33%	-4%	1%	-1%	-6%	-0.3%	-11%	0%	0
O=C1CNC(=S)N1c1nc2ccccc2s1	8%	-5%	u	-3%	0%	-5%	15%	0%	u	-1
CC(C)COc1cccc(C(=O)Nc2ccc(CN3CCOCC3)cc2)c1	-1%	17%	u	21%	16%	-4%	-0.2%	3%	-1%	-5
COC(=O)C1=C(N)c2c(F)cccc2C1(C#N)c1ccc(F)cc1 (stereo not given)	4%	4%	10%	-19%	-2%	-6%	0.3%	-5%	-1%	u
C/C(CCc1ccco1)=N/NC(=O)CCC(=O)Nc1cccc(Cl)c1	-2%	-9%	-6%	0%	-7%	-6%	0.2%	-107%	-5%	1
CC(C)OCCCNC(=S)N1CCC(C(=O)c2ccc(Cl)cc2)CC1	4%	-20%	u	-47%	4%	-4%	-0.8%	x	x	6
CC(=O)c1ccc(NC(=O)C2CCC(C)NC2=O)cc1 (stereo not given)	2%	-1%	11%	7%	3%	-4%	0.1%	1%	12%	-2
O=C(CCCC(=O)N(CC(=O)NC1CCCC1)Cc1ccccc1)Nc1ccccn1	-1%	-21%	0%	-28%	26%	-2%	-0.7%	2%	-2%	-2
S=C(NCCN1CCOCC1)NC1CCCC1	5%	21%	9%	-1%	-5%	-2%	0.1%	-2%	2%	-2
Cc1ccc(-c2csc(-c3cc(C)on3)n2)cc1	1%	-1%	u	74%	-1%	-1%	-0.8%	-3%	7%	u
CN=C1NN=C(c2cc(C)n(-c3ccc(Cl)cc3)c2C)CS1	1%	-8%	u	74%	1%	-1%	0.3%	0%	8%	-2
CCc1cccc(NC(=O)Cc2ccc(OC)c(OC)c2)c1	47%[activator]	-15%	10%	-16%	7%	-2%	-3.0%	-9%[46.1 µM]	-15%	u
COc1ccccc1-c1cc(-c2ccc(C)cc2)nc(SCc2nnc(-c3ccccc3)o2)c1C#N	27%	-9%	u	-2%	-2%	-6%	-0.1%	x	-4%	-2
COc1ccc(CCNC(=O)CCCn2c(SCC(N)=O)nc3cc4c(cc3c2=O)OCO4)cc1OC	7%	x	7%	x	-13%	x	0.0%	x	-1%	-8
Cc1ccc(NC(=O)c2nc[nH]c2C(=O)NCCN(CCNC(=O)c2[nH]cnc2C(=O)Nc2ccc(C)cc2)CCNC(=O)c2[nH]cnc2C(=O)Nc2ccc(C)cc2)cc1	x	-9%	-13%	-2%	-1%	0%	-0.9%	6%	3%	x
C1=C[C@@H]2CCN(Cc3ccccc3)Cc3cccc(c32)C1	x	24%	18%	12%	20%	-1%	0.2%	-2%	-4%	-2
Cc1ccc(NC(=O)COC(=O)/C=C/c2cccc(Cl)c2)cc1S(=O)(=O)N1CCOCC1	1%	-23%	8%	-4%	3%	0%	-1.0%	4%[46.1 µM]	19%	-2
CCCCS(=O)(=O)NC1=NCN(CCO)CN1	-1%	25%	14%	1%	3%	-3%	0.2%	-2%	0%	3
CCOC(=O)c1nn(-c2ccc3c(c2)OCCO3)cc1O	8%	-1%	u	22%	-2%	-3%	0.0%	10%	-4%	3
Cc1cc(C)n(NC(=S)NC2CCCCC2)c(=O)c1C#N	3%	u	0%	-4%	-5%	0%	-0.1%	-4%	-2%	-1
COC(=O)c1c(C)oc(C)c1S(=O)(=O)Nc1ccccc1	7%	u	-6%	3%	0%	0%	0.4%	-5%	-2%	3
Cc1ccc(Nc2nc(N)nc(CN3CCN(C(=O)c4ccco4)CC3)n2)cc1Cl	-1%	-15%	u	-16%	4%	2%	-1.2%	2%	-1%	8
Nc1nonc1-n1nnc(C(=O)N/N=C/c2cc(Br)ccc2O)c1CSC1=NCCS1	96%[activator]	-31%	u	-86%[inhibitor]	-3%	2%	0.0%	2%[46.1 µM]	u	-1
CCCOc1ccc(C(C)=O)cc1CN1CCOCC1	9%	24%	12%	-7%	11%	-2%	0.1%	0%[46.1 µM]	-1%	2
CSc1ccc(Cl)c(C(=O)OCC(=O)NCc2ccco2)c1	0%	-9%	0%	-8%	-1%	-4%	0.1%	-5%	11%	9
Cc1ccc(S(=O)(=O)N(CC(=O)Nc2ccccc2C(=O)O)c2cccc(Cl)c2C)cc1	-4%	-23%	-24%	-37%	3%	-6%	-0.4%	2%[46.1 µM]	1%	-3
O=C(c1ccc(Cl)c(S(=O)(=O)N2CCCCCC2)c1)N1CCN(c2ccccn2)CC1	-1%	-28%	21µM*	-71%	-1%	-15%	0.2%	3%	-1%	19
O=C(Nc1ccccc1F)c1ccccc1-c1ccc(C(F)(F)F)cc1	4%	-22%	u	-23%	3%	1%	0.1%	1%[46.1 µM]	1%	16
COC(=O)c1sccc1NC(=O)CSc1ccccc1NS(=O)(=O)c1ccc(Cl)cc1	3%	3%	-19%	-21%	6%	-4%	0.2%	6%	0%	x
CC(C)=CC1C(C(=O)Nc2ccc(S(=O)(=O)N3CCOCC3)cc2)C1(C)C (stereo not given)	x	-20%	u	-27%	-18%	-5%	0.1%	-3%	-5%	u
COC(=O)NNC(=O)COc1ccc2ccccc2c1Br	-2%	19%	u	-35%	-6%	0%	u	-18%[46.1 µM]	-3%	-3
CS(=O)(=O)N1CCN(c2ccccc2NC(=O)c2cccs2)CC1	-6%	5%	-13%	-19%	-8%	0%	-0.1%	4%	-5%	3
COC(=O)/C(C#N)=C/c1ccc(OC(=O)c2ccccn2)cc1	46%[activator]	-9%	21%	11%	1%	-3%	-0.8%	3%[46.1 µM]	u	-2
COC(=O)c1c(C)nn(-c2ccc(OC(F)(F)F)cc2)c1-c1snnc1C	-5%	u	u	-17%	8%	-2%	-0.7%	10%	-1%	x
